# SIAE inh: human SIAE inhibitors, primary screen, biochemical, fluorescence polarization, FP-Rh probe, 1536-well HTS; Sialate O-acetylesterase (Homo sapiens), Q9HAT2; 0.69% of 370,000 active; SIAE FP-Rh probe binding; inhibition, % at 9.66 µM;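 active = inhibition above a cutoff: mean of compounds within the control limits plus 3 SD of those, cut at about 17% in these data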;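 note: 0% = plate median of compound wells and 100% = probe without SIAE protein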
# PRMT1 inh: PRMT1 methyltransferase inhibitors, primary screen, biochemical, fluorescence polarization; Protein arginine N-methyltransferase 1 (Homo sapiens), Q99873; recombinant PRMT1, activity-based probe fluorescence polarization; inhibition, % at 2.79 µM; 1.3% of 370,000 active;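 active = inhibition above about 21% made by adding two undisclosed values, limit read from the data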
# Target sequence (Q99873 whole entry, looked up): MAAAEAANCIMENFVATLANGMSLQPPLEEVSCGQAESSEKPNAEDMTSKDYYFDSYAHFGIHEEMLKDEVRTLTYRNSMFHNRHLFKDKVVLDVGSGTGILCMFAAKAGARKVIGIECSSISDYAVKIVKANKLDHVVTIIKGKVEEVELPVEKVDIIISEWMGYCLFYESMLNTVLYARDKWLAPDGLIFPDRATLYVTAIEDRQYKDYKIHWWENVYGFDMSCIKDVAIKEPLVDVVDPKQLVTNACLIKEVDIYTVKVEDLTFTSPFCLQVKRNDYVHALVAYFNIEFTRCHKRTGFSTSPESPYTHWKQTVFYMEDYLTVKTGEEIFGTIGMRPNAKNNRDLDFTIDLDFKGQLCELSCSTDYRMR
# TCR CD3 inh: inhibitors of human TCR-CD3 interaction, primary screen, biochemical, fluorescence, TAMRA-labeled TCR probe; inhibition, % at 9.4 µM; 0.37% of 360,000 active; AID 651800, 2012; in the data active = inhibition above about 19%;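 note: recombinant mutant TCR 2C K166C tagged with TAMRA read by polarization; 0% = receptor in buffer alone and 100% = receptor with positive control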
# TDP2 inh: human TDP2 enzyme inhibitors, primary screen, biochemical, epi absorbance, recombinant enzyme; Tyrosyl-DNA phosphodiesterase 2 (Homo sapiens), O95551; T5PNP hydrolysis, p-nitrophenol absorbance 415 nm; inhibition, % at 12.8 µM; 0.34% of 370,000 active;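 active = inhibition above the mean of all tested compounds plus 3 SD, set per campaign, cut at about 25% in these data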;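 note: 0% = DMSO with enzyme and 100% = buffer with substrate but no TDP2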
# Target sequence (O95551 whole entry, looked up): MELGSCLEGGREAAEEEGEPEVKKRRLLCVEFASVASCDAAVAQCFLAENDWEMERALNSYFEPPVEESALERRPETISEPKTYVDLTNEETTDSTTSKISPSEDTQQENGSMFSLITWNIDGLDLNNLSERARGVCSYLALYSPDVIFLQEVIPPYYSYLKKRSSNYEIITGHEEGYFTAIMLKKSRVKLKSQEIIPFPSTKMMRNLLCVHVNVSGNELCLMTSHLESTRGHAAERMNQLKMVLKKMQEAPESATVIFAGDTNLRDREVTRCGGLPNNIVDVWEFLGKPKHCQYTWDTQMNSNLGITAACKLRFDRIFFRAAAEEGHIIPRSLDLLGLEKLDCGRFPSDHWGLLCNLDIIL
#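 Assay system: Recombinant human TDP2 | Quantity: 120 nM TDP2 per well | Incubation: 2 h at 37 °C | Signal: Epi absorbance | Evaluation: Percent inhibition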
# PG9 binder: binders of HIV-1 gp120 antibody PG9, primary screen, biochemical, TR-FRET | HIV-1 gp120 / PG9 antibody interaction | TR-FRET gp120-PG9 antibody binding | inhibition, % at 6.7 µM | 0.43% of 360,000 active | AID 624416, 2012; in the data active = inhibition above about 8.5%
# mABHD4 FP: ABHD4 inhibitors, primary screen, biochemical, fluorescence polarization, mouse. (Lyso)-N-acylphosphatidylethanolamine lipase (Mus musculus), Q8VD66. purified mABHD4, FP-Rh probe fluorescence polarization. inhibition, % at 8.92 µM. 0.54% of 370,000 active. AID 720543, 2013;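 active = inhibition exceeding the mean over every tested compound plus 3 SD, cut at about 30% in these data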;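 note: 0% = plate median of compound wells and 100% = S159A mutant with DMSO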
# Target sequence (Q8VD66 whole entry, looked up): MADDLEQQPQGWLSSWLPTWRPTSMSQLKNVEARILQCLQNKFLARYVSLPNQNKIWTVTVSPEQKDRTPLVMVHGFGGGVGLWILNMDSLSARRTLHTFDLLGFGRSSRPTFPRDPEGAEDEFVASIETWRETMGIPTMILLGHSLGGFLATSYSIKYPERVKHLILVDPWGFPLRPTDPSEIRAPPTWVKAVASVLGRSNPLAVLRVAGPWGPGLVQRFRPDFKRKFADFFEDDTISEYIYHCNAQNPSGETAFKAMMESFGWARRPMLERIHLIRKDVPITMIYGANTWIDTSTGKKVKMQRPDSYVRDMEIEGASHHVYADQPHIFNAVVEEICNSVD
#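 System: mouse ABHD4 enzyme, wild type / Medium: HEPES pH 7.0, NaCl, Pluronic buffer / Reagent: FP-Rh activity-based fluorescent probe / Control set: S159A mutant high control, sample median low control / Detection: fluorescence polarization with parallel and perpendicular emission, 525/598 nm / Schedule: 45 min + 60 min at 25 °C / Compound dosing: 8.92 µM, single dose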
# HTRA1 inhibitor: HTRA1 serine protease inhibitors, primary screen, biochemical, fluorescence polarization, HTS. AID 504803, 2011. Q92743. inhibition, % at 5.96 µM. 0.5% of 340,000 active. recombinant HTRA1, FP-rhodamine activity-based probe; in the data active = inhibition above about 36%;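 note: 0% = enzyme with DMSO and 100% = wells lacking enzyme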
# Tn7 DDE FP: inhibitors of Tn7 peptide binding to fibrin DD(E), primary screen, biochemical, fluorescence polarization, human fibrin, Tn7 probe | AID 720508, 2013 | inhibition, % at 8.3 µM | Fibrinogen beta chain (Homo sapiens), P02675 | FP displacement of FITC-Tn7 peptide from fibrin DD(E); 0% = median of compound wells per plate | 0.13% of 370,000 active;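 active = inhibition above the mean of compounds falling within the control limits plus 3 SD of them, cut at about 14% in these data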;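 note: 0% = plate median of compound wells and 100% = 10 µM Aha-Tn7 peptide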
#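 Measure: % inhibition scaled between sample-field median and high-control FP; Test system: human fibrin DD(E); Quantity: 2 µM final DD(E) protein; Doses: one dose, 8.3 µM nominal; Schedule: compound with protein 10 min, then 3 h after probe, room temperature; Detection: fluorescence polarization; Medium: Tris buffer with calcium and detergent, pH 7.8.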
# LEDGF integ inh: blockers of LEDGF/p75-dependent integrase strand transfer – biochemical, TR-FRET, high throughput, primary screen; TR-FRET IN-LEDGF/p75 DNA integration, Eu/Cy5; AID 743269, 2014; inhibition, % at 3.7 µM; HIV-1 integrase (with human LEDGF/p75); 0.64% of 370,000 active;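 active = inhibition above the screen-wide mean plus 3 SD, cut at about 13% in these data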;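 note: signal is the Cy5 over europium emission ratio at 671 and 618 nm; 0% = plate median of compound wells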
# UHRF1 binding: UHRF1 methylated DNA binding inhibitors, primary screen, counter-screen for MBD2 inhibitor project, biochemical, TR-FRET, human UHRF1, single concentration. AID 687016, 2013. inhibition, % at 4.4 µM. UHRF1 binding to methylated oligo. 0.75% of 370,000 active. E3 ubiquitin-protein ligase UHRF1 (Homo sapiens), Q96T88; in the data active = inhibition above about 21%;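 note: UHRF1 SRA domain binding a hemimethylated CpG hairpin DNA probe; 0% = median of test compound wells and 100% = reference inhibitor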
# Numbers without * were called inactive; · = not tested or not shown.
SMILES,SIAE inh,PRMT1 inh,TCR CD3 inh,TDP2 inh,PG9 binder,mABHD4 FP,HTRA1 inhibitor,Tn7 DDE FP,LEDGF integ inh,UHRF1 binding
CC(C)(C)NC(=O)C(c1cccs1)N(Cc1ccc(F)cc1)C(=O)c1csnn1 (centres undefined),0.1,1.2,-0.7,-2.1,-0.2,4.0,1.0,-1.9,-2.2,0.2
O=C(CCNS(=O)(=O)c1ccc(Br)s1)Nc1ccc(Cl)cc1,-7.4,0.2,7.0,-7.5,-0.7,-11.8,-25.0,0.9,-6.0,-3.2
COC(=O)c1c(NC(=O)CCl)sc(C(=O)N2CCOCC2)c1C,-3.1,7.4,-4.9,7.8,0.5,1.9,4.4,0.0,-3.8,-0.6
Cc1ccc(C)c(N2CCN(C(=O)c3ccc(Cl)c(NC4=NC5CS(=O)(=O)CC5S4)c3)CC2)c1 (centres undefined),-0.1,-1.1,3.1,14.9,-1.3,-2.1,1.8,-0.9,0.0,-0.6
Cc1c(C(=O)Nc2nccs2)oc2c(Cl)cccc12,-4.9,3.7,3.1,4.2,2.1,-9.5,-8.9,4.3,2.5,1.9
CCOC(=O)C1=CN(C)CCC1=O,-3.2,-0.6,-2.1,0.0,-0.3,-1.5,0.3,3.0,-4.7,-0.7
CC1(C)Cc2cccc(OCC(=O)OCC(=O)Nc3ccc(S(N)(=O)=O)cc3)c2O1,7.4,-0.7,1.8,3.2,2.4,-4.2,5.2,0.5,1.1,-0.8
CCOC(=S)SCC(=O)Nc1nc(-c2ccc(Br)cc2)cs1,-20.0,10.7,-2.7,0.2,-0.8,-54.8,-13.3,-2.5,0.8,-1.2
COc1ccc2[nH]c(=O)c(CN(CC3CCCO3)C(=S)Nc3cccc(C)c3)cc2c1 (centres undefined),-11.5,3.6,1.8,-1.9,1.1,5.1,-10.5,-0.7,-1.6,-0.1
CCc1sc(C(=O)Nc2ccc(OC)c(S(=O)(=O)N3CCOCC3)c2)cc1C,-4.4,0.3,3.9,3.5,-0.5,-0.2,-2.2,-1.6,2.6,-2.4
O=C(NC1CCCCN(Cc2cccc(C(F)(F)F)c2)C1=O)c1ccc(COc2ccccc2)cc1 (centres undefined),-5.7,0.3,·,-1.0,·,-12.0,·,-3.8,0.2,-2.3
Cc1cc(C)n(-c2cc(Oc3ccccc3)ncn2)n1,-7.4,-3.3,4.2,4.5,-0.7,-1.3,0.5,-0.6,0.9,-0.5
CC(C)C1Oc2ccccc2N(CC(=O)N(Cc2ccccn2)CC2CCCO2)C1=O (centres undefined),0.5,-0.6,2.4,-3.1,-1.9,4.5,0.6,-2.9,0.3,-0.5
C[C@H]1CN([C@@H](C)CO)C(=O)c2cccc(NS(=O)(=O)c3ccc(Cl)cc3)c2O[C@@H]1CN(C)CC1CCCCC1,0.4,-1.9,4.6,-1.1,0.5,1.3,-15.5,4.6,9.0,3.3
CC(C)(C)S(=O)(=O)c1cnc2c(-c3ccsc3)cnn2c1N,-3.8,5.6,8.0,3.5,-0.4,-2.7,8.2,-2.5,1.4,5.0
COC(=O)C1=CN(C2CC2)C=C(C(=O)OC)C1c1ccc(C(=O)OC)cc1,7.8,-2.3,5.9,-5.1,1.0,-1.4,-0.5,-9.1,-1.6,0.9
CC(Sc1nc2ccccc2s1)C(=O)c1c(N)n(C)c(=O)n(C)c1=O (centres undefined),7.2,-3.8,-0.5,-6.1,-2.9,5.9,1.2,2.7,-1.4,2.5
CCc1nnc(NC(=O)CSc2nc(C3CCCCC3)nc3ccccc23)s1,-4.5,2.3,-7.3,-2.1,15.6*,-1.4,0.3,5.6,-7.9,1.4
CNS(=O)(=O)c1cccc(C(=O)OCC(=O)c2ccc[nH]2)c1,3.5,0.4,5.1,5.0,-1.7,8.5,-0.5,-0.9,1.6,-0.1
N#Cc1ccccc1OCC(=O)NNC(=O)CNC(=O)c1cccc(Br)c1,-3.2,-0.3,1.4,-10.3,-0.7,-11.6,-3.7,1.6,6.5,-0.1
C=CCn1c(SCC(=O)c2[nH]c(C)c(C(=O)OCC)c2C)nc2scc(-c3ccc(OC)c(OC)c3)c2c1=O,-4.7,-3.2,1.3,-11.9,-3.5,-10.0,-3.6,-6.7,4.8,-0.4
C[C@H]1CN([C@@H](C)CO)S(=O)(=O)c2ccc(Br)cc2O[C@H]1CN(C)C(=O)c1cccnc1,-0.2,1.6,3.4,2.0,0.7,-1.8,5.5,0.0,-2.2,23.8*
CC(=O)Nc1ccc2nc(NC(=O)c3ccco3)sc2c1,-7.4,-1.5,1.1,-3.6,0.1,-6.0,0.2,1.7,2.8,-1.0
O=C(NCCCCc1ccccc1)C1CC(c2ccccc2[N+](=O)[O-])=NO1 (centres undefined),4.4,0.4,5.3,13.4,-0.2,0.0,-1.9,2.5,0.0,-1.4
CC(C)N1C(=O)CCC1C(=O)NCCc1ccccc1 (centres undefined),1.3,-4.6,-3.0,2.1,-0.4,0.1,0.3,-1.3,-1.9,10.9

# Fetched one by one from the entries so far (two):
SMILES,SIAE inh,PRMT1 inh,TCR CD3 inh,TDP2 inh,PG9 binder,mABHD4 FP,HTRA1 inhibitor,Tn7 DDE FP,LEDGF integ inh,UHRF1 binding
CNS(=O)(=O)c1cccc(C(=O)OCC(=O)c2ccc[nH]2)c1,3.5,0.4,5.1,5.0,-1.7,8.5,-0.5,-0.9,1.6,-0.1
C=CCn1c(SCC(=O)c2[nH]c(C)c(C(=O)OCC)c2C)nc2scc(-c3ccc(OC)c(OC)c3)c2c1=O,-4.7,-3.2,1.3,-11.9,-3.5,-10.0,-3.6,-6.7,4.8,-0.4

# (next part)
SMILES,SIAE inh,PRMT1 inh,TCR CD3 inh,TDP2 inh,PG9 binder,mABHD4 FP,HTRA1 inhibitor,Tn7 DDE FP,LEDGF integ inh,UHRF1 binding
Cc1ccc(NC(=O)c2nsc(Cl)c2Cl)cc1,-7.5,-1.6,-8.2,7.0,0.4,11.0,-1.3,0.9,-2.2,3.1
Cc1ccc(-c2nc3ccccc3s2)cc1S(=O)(=O)N1CCOCC1,-2.6,-2.0,-2.0,-2.8,-2.0,0.9,3.3,-2.1,2.1,-1.4
Cc1ccc(S(=O)(=O)c2nnn3c2nc(N2CCOCC2)c2ccccc23)cc1,1.1,-2.9,4.1,16.9,-1.5,3.4,0.1,-2.1,-0.1,0.5
COc1ccc(C2C(C#N)=C(N)Oc3cc(C)n(CCN4CCOCC4)c(=O)c32)cc1OC (centres undefined),-0.6,1.7,-1.1,7.6,-0.5,4.2,-1.3,9.7,2.7,-0.5
C/C=C/c1ccc(OCCCCOc2ccccc2C(C)=O)c(OC)c1,4.5,-1.9,3.9,0.8,0.5,3.7,-11.8,-4.2,1.0,9.2
Oc1cccc(/C=N\Nc2nncc(-c3ccccc3)n2)c1,-5.8,0.9,0.4,-4.3,2.2,-1.9,-7.4,6.8,0.5,-0.7
COc1cc(OC)c(S(=O)(=O)N2CCCCC2)cc1S(=O)(=O)N1CCCCC1,-4.8,-1.5,-0.6,5.6,1.1,6.6,-0.4,-5.7,1.6,0.2
CCN(CC)CCC(=O)N1c2ccccc2Sc2ccc(NC(=O)OC)cc21,4.3,-0.3,3.8,1.7,0.6,1.8,-9.8,0.6,1.1,2.0
NC(=O)COc1ccc(/C=N/NC(=O)C2CCCN2S(=O)(=O)c2ccc(Cl)cc2)cc1 (centres undefined),4.4,0.6,4.6,8.1,-1.8,-2.8,-7.0,-1.5,-1.2,-1.1
O=C(COC(=O)c1cccc(S(=O)(=O)NCc2ccccc2)c1)Nc1ccccc1OC(F)F,1.0,0.7,-0.9,6.3,0.7,-7.4,-11.0,-2.0,0.8,2.7
CC(=O)c1cccc(NC(=O)CN2CCc3cc4c(cc3C2)OCCCO4)c1,-12.7,1.9,2.9,-3.1,-2.7,0.8,1.4,3.1,-1.2,0.4
COC(=O)c1sc2ccccc2c1-n1cccc1C(=O)C(=O)Nc1ccccc1,-3.7,-1.0,1.8,3.8,-1.8,-22.6,-23.2,0.8,-0.2,-1.7
O=C(COC(=O)c1cnc(Cl)c(Cl)c1)NC1CC1,7.7,-1.9,0.2,-10.9,-1.4,4.4,6.9,2.1,-1.1,-1.2
COc1ccccc1OCc1cc(C(=O)N2CCCC(OCc3cccnc3)C2)no1 (centres undefined),-8.5,1.7,5.6,-0.4,-1.7,-0.4,-3.0,10.9,-2.0,-1.3
CCOc1cc(NC(=O)c2cccs2)c(OCC)cc1NC(=O)CCC(=O)NCc1ccccn1,4.8,-0.7,5.8,5.0,-0.2,2.3,·,-2.1,4.3,-3.5
COc1ccc(-c2ccc(C#N)c(OC)n2)cc1,-1.0,1.7,-0.5,1.6,-3.1,-3.4,·,-2.4,0.2,-0.6
S=C(Nc1ccc(Nc2ccccc2)cc1)NN1CCOCC1,7.8,0.3,2.0,10.6,-2.2,1.7,10.8,5.8,-0.3,1.5
CCn1c(SCc2nc(-c3cccs3)no2)nnc1-c1c[nH]c2ccccc12,2.1,4.5,3.8,-11.9,5.5,-21.2,-29.4,-2.2,4.6,4.0
Cc1nc2nc(C)c(CCC(=O)O)c(C)n2n1,-2.0,1.1,0.5,-7.5,-2.1,0.5,3.6,-4.2,-6.4,0.8
O=C(N/C=C/c1ccccc1)Nc1ccc(Cl)cc1,-1.5,-2.4,7.4,3.8,-0.6,0.5,-11.0,-1.0,-3.9,0.3
COc1ccc(CCN2CC(C(=O)NCc3ccon3)CCC2=O)cc1 (centres undefined),1.4,0.9,-0.8,-1.3,-2.0,0.9,4.5,2.7,-2.0,-0.8
O=C(/C=C1\SC(=O)NC1=O)Nc1ccc(F)cc1,-5.2,-2.5,5.8,-19.4,1.3,-2.3,-7.5,2.8,2.5,1.0
Cc1nnc(SCC(=O)c2ccc(Cl)cc2)n(N)c1=O,-3.8,37.3*,4.3,-15.1,1.8,1.8,5.5,6.0,-3.2,3.4

# Individual results from above.
# Result for `O=C(/C=C1\SC(=O)NC1=O)Nc1ccc(F)cc1` in mABHD4 FP: -2.3
# Result for `Cc1ccc(C)c(N2CCN(C(=O)c3ccc(Cl)c(NC4=NC5CS(=O)(=O)CC5S4)c3)CC2)c1` (centres undefined) in PG9 binder: -1.3
# Result for `Oc1cccc(/C=N\Nc2nncc(-c3ccccc3)n2)c1` in LEDGF integ inh: 0.5

# Screening data deposited in PubChem BioAssay by The Scripps Research Institute Molecular Screening Center.

# This is a random part of the collection (roughly 4.2% active in at least one column).
